Bioassay records (PubChem)
CCT modulator: modulators of cytosolic chaperonin (CCT/TRiC) activity; purified chaperonin ATPase assay, HTRF ADP detection, 30 min; activity change, % (test concentration not listed), hits read low; hit rate 0.3% among 360,000; in the data active = activity change below about -30%; note: % is set by controls: 0 for no effect and ±100 for the full control effect
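TRiC (40 or 20 nM final, by batch activity) in 30 mM Tris pH 7.4, 100 mM KCl, 5 mM MgCl2, 1 mM DTT was treated with compound at 76 uM single dose, then 10 uM ATP, 30 min at 37 °C. ADP was read by HTRF Transcreener.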
EPAC1 antag: blocks human EPAC1 exchange factor. O95398. EPAC1 GEF assay, Rap1b-BODIPY-GDP exchange fluorescence. Potency, µM (highest dose often 115 µM), without a hit: at the top dose activity change, negative = inhibition, hits mostly inhibitors. hit rate 0.14% among 360,000. AID 720709;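 note: potency is the fitted concentration of half-maximal effect; plate controls were vehicle for no effect and positive control for full effect; nearly all actives have a fitted effect of over 50% in size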
PI5P4K alpha inh: inhibitors of human PI5P4K alpha; max response, %; AID 652105; PI5P4Kalpha enzyme, ADP-Glo luminescence, 60 min; hits give low values; P48426; hit rate 1.2% among 330,000; active = max response of -50% or lower; inconclusive = between -30% and -50%; inactive = -30% or higher; note: value at the top dose of about 77 µM; % is set by controls: 0 for no effect and ±100 for the full control effect
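Single end-point luminescence (ADP-Glo) quantified ADP from PI5P4Kalpha turnover; ATP 5 microM final, 1 h at RT, 0.1% CHAPS and 0.28 mM EGTA in HEPES pH 7.4.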
EPAC1 ag: EPAC1 (human) agonism. AID 720707. O95398. EPAC1 agonist qHTS, biochemical assay; response scale: 100% = response to 6.5 mM cAMP. hit rate 0.073% among 360,000. Potency, µM (titrated, usually from 154 µM), without a hit: at the top dose activation, most hits filed as activators; note: potency is the fitted concentration of half-maximal effect; nearly all actives have a fitted effect of over 60% in size
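Read-out is the fluorescence drop as BODIPY-GDP leaves Rap1B (480 nm excitation, 540 nm emission), recorded every 5 minutes over 30 minutes. Reactions held 100 nM EPAC1, 250 nM Rap1B–BODIPY-GDP and 50 uM GDP, with 6.5 mM cAMP setting full activation.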
WRN helicase inh: inhibitors of human WRN helicase | WRN helicase unwinding, fluorescent forked duplex, kinetic | Q14191 | AID 651768 | hit rate 0.46% among 360,000 | Potency, µM (series often up to 114 µM), for the others: at the top dose activity change, negative = inhibition, most hits filed as inhibitors; note: potency is the fitted concentration of half-maximal effect; % is set by controls: 0 for no effect and ±100 for the full control effect; nearly all actives have a fitted effect of over 55% in size
Target sequence (Q14191 whole entry, looked up): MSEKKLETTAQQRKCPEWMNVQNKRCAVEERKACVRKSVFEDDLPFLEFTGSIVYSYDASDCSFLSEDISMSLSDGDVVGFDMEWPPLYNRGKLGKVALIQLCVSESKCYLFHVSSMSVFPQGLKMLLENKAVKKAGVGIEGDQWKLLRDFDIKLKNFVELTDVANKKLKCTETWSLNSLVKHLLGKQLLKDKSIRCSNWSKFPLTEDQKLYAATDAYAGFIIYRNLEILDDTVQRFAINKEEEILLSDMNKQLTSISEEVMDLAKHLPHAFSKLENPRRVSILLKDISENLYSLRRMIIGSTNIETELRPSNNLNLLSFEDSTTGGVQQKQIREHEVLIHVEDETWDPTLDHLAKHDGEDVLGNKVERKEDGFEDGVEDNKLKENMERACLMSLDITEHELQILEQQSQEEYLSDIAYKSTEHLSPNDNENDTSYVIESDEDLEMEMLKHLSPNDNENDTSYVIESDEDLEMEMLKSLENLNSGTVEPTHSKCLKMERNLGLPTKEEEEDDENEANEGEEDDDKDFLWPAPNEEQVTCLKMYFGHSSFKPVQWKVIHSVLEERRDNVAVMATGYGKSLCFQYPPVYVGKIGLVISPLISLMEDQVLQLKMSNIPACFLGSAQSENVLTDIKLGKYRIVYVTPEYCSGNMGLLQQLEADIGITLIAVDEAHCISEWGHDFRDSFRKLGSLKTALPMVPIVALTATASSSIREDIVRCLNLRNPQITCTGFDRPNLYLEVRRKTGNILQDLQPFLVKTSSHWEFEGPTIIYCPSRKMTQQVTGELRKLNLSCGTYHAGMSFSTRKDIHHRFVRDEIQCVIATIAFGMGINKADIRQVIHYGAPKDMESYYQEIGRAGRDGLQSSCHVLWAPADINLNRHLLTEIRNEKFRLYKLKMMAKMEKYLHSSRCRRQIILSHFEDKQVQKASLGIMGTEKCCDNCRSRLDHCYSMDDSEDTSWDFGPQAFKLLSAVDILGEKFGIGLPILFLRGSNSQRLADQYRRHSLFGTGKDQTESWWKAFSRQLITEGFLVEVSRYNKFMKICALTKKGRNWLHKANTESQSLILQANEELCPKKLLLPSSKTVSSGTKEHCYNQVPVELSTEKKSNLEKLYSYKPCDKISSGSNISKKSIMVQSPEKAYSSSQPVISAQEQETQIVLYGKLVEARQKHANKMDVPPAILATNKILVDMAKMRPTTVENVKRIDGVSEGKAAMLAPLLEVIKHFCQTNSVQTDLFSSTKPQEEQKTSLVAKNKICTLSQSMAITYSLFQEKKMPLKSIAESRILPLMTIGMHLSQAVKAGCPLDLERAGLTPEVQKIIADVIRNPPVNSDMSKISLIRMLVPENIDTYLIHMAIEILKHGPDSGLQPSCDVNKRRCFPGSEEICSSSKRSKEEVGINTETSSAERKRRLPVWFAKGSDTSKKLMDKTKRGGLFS
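WRN at 20 nM final was preincubated with compound for 15 min at room temperature; reaction started with 100 nM forked duplex oligonucleotide carrying fluorophore and quencher plus 2 mM ATP (final). Unwinding followed kinetically by red fluorescence (ex 525/em 598 nm).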
IL-2 act: IL-2 activation; activation, % (series mostly up to about 46 µM); hit rate 0.065% among 360,000; AID 652025; IL-2 activation reporter assay, cell-based qHTS; stimulated with anti-CD3/CD4/CD28 beads; in transgenic mouse T cells; in the data active = activation above about 50%; inconclusive = mostly about 30% to 49%; note: 0% is about no effect
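Readout is EGFP and DsRed signal by fluorescent plate cytometry after 18 h at 37 degrees C. Transgenic mouse T cells (750/well) received compound for 60 min before bead stimulation (anti-CD3, anti-CD4, anti-CD28); memory T cells served as non-tolerant control.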
EPAC2 ag: EPAC2 (human) agonism; EPAC2 activation, biochemical qHTS; response scale: 100% = 6.5 mM cAMP response; Q8WZA2; hit rate 0.079% among 360,000; AID 720711; Potency, µM (series often up to 154 µM), without a hit: at the highest dose activation, most hits filed as activators; note: potency is the fitted concentration of half-maximal effect; nearly all actives have a fitted effect of over 50% in size
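Fluorescence exchange assay: 100 nM EPAC2 with 250 nM RAP1B-BODIPY-GDP and 50 uM GDP; compounds tested as a concentration-titration series (qHTS). Loss of Rap1-bound BODIPY-GDP fluorescence read at 480/540 nm; data normalized to 6.5 mM cAMP.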
PLK1 PBD inh: PLK1 (human) polo-box domain binding inhibition | P53350 | Plk1 PBD binding of FITC phosphopeptide, fluorescence polarization | Potency, µM, for inactives: max response, negative = inhibition, most hits filed as inhibitors | hit rate 2.8% among 360,000 | AID 720504; note: potency is the fitted concentration of half-maximal effect; series mostly up to about 57 µM; % is set by controls: 0 for no effect and ±100 for the full control effect; nearly all actives have a fitted effect of over 65% in size
Numbers without * were called inactive; ? = inconclusive; . = no result given; [ ] = dose if it differs, or a comment. Unless noted, calls come from the whole dose curve; as a rule, active = well fitted curve in the direction sought with a large enough effect; inconclusive = small, poorly fitted or top-dose-only effect, or another doubt; inactive = no such curve, though single readings can be large; an effect the other way counts as inactive or inconclusive. This is a subset. The share of hits here may be higher or lower than overall.

SMILES	CCT modulator	EPAC1 antag	PI5P4K alpha inh	EPAC1 ag	WRN helicase inh	IL-2 act	EPAC2 ag	PLK1 PBD inh
COc1cc(CNCc2ccccc2C(F)(F)F)cc(OC)c1	-1.9	-17%	5	3%	4%	-0.5	14%	-8%
Cc1cccn2c(CNCC(C)Oc3cccnc3)c(C(=O)N3CCOCC3)nc12 (stereo not given)	-11	-13%	1	6%	2%	-0.5	-9%	-24%
CC(C)C(NC(=O)C1CCCCC1)C(=O)N1CCN(c2ccc(F)cc2)CC1 (stereo not given)	-0.2	2%	0	2%	-7%	-2.4	2%	-3%
COc1ccc(N2CCN(CCCn3c(=S)[nH]c4ccccc4c3=O)CC2)cc1	2.0	7%	6	-11%	-8%	-0.1	-12%	2%
COc1ccc(NC(=O)c2csc3c2CCCC3)cc1	-2.6	9%	.	-1%	5%	-2.3	7%	-3%
COc1ccccc1N1CCN(C(=O)c2ccc(NC3=NC4CS(=O)(=O)CC4S3)cc2)CC1 (stereo not given)	-1.0	-6%	3	3%	1%	-1.8	4%	-21%
COc1ccccc1C(=O)NCC(=O)N/N=C/c1ccc([N+](=O)[O-])cc1	-2.5	-19%	0	3%	-10%	-3.1	12%	-15%
CCN(CC)c1ccc(/C=N/N2C(C)CCCC2C)c(O)c1 (stereo not given)	-0.6	?	-1	-18%	2%	-2.3	1%	-1%
CCc1noc(C)c1C(=O)N1CCCC(CCC(=O)NCc2ccc(F)c(F)c2)C1 (stereo not given)	-0.6	8%	1	4%	-4%	-1.5	-3%	2%
O=C(NN1C(=O)c2ccccc2NC1c1ccco1)c1ccc(Br)cc1 (stereo not given)	-1.6	-26%	-1	2%	1%	-0.1	14%	1%

2 compounds from above, limited to EPAC1 ag, EPAC2 ag and EPAC1 antag.
| SMILES | EPAC1 ag | EPAC2 ag | EPAC1 antag |
| --- | --- | --- | --- |
| CCN(CC)c1ccc(/C=N/N2C(C)CCCC2C)c(O)c1 (stereo not given) | -18% | 1% | ? |
| CCc1noc(C)c1C(=O)N1CCCC(CCC(=O)NCc2ccc(F)c(F)c2)C1 (stereo not given) | 4% | -3% | 8% |

Next compounds follow.
SMILES	CCT modulator	EPAC1 antag	PI5P4K alpha inh	EPAC1 ag	WRN helicase inh	IL-2 act	EPAC2 ag	PLK1 PBD inh
CCc1nc2ccc(C(=O)NCCCN(C)C)cn2c1N(C)Cc1ccc(OC)cc1	-2.8	14%	-8	5%	4%	0.5	8%	-9%
Fc1cc(F)cc(NC(=S)NN2CCOCC2)c1	-4.6	-1%	2	0%	-11%	0.3	0%	-8%
CN(Cc1ccccc1)C(=O)c1nc[nH]c1C(=O)N1CCN(C(=O)OC(C)(C)C)CC1	1.4	19%	-4	12%	7%	-0.5	3%	0%
O=C1Nc2ccccc2C1=Nc1ccc(F)cc1	0.7	2%	-3	10%	-3%[57.1 µM]	0.2	11%	0%
COc1ccc(NC(=O)CN2CCN(c3c(C)cc(C)cc3C)CC2)cc1	-1.5	-6%	26	15%	-2%	3.0	21%	-9%
Cc1cccc(OCC(=O)Nc2cccc(C(=O)Nc3ccccc3C(=O)O)c2)c1	1.8	?	-52*	0%	-28%	-0.5	0%	-18%
FC(F)(F)c1cc(CCN2CCNC[C@H]2Cc2cccc3ccccc23)cc(C(F)(F)F)c1	0.1	-15%	44	-23%	-7%	-0.8	-10%	6%
CSc1cccc(NC(=O)C2CCN(S(=O)(=O)c3ccc4c(c3)NC(=O)CO4)CC2)c1	1.2	?	2	22%	-4%	-2.6	-4%	10%
CCCC(=O)Nc1ccc(C(=O)NNC(=O)c2ccccc2Br)cc1	-3.4	-5%	.	4%	-4%	-1.9	8%	-26%
COc1ccc(-c2csc(N(CCCN(C)C)C(=O)c3cccs3)n2)cc1	-1.7	-4%	.	-1%	-2%	-0.9	0%	-1%
COc1ccc(CN2CCn3ncc(C(=O)Nc4ccccc4)c3C2=O)cc1	-0.6	-6%	-9	-1%	-15%[57.1 µM]	-2.7	-10%	-3%
CC(Sc1nc2ccccc2o1)C(=O)O (stereo not given)	-0.6	9%	.	-7%	13%	-0.1	0%	-1%
O=C1C2C3C=CC([C@@H]2C(=O)N1Cc1cccnc1)C31CC1 (stereo not given in full)	-0.5	6%	0	-5%	2%	-0.1	-1%	0%
COc1ccc(CCN2C(=O)N[C@@H](C(C)C)C2=O)cc1	-0.3	1%	2	-4%	-2%	-2.3	-1%	-1%
C/C(=N\OC(=O)NC(C)C)c1sc(-c2ccccc2)nc1C	0.4	-11%	5	-7%	2%	-1.4	-15%	-8%
Cc1ccoc1C(=O)Nc1ccc2ccccc2c1	1.6	-11%	-4	-17%	2%	-2.7	23%	-2%
CN(C)C(=S)Nc1ccc(Br)cc1Cl	0.3	-17%	-5	5%	-10%	-0.4	8%	?
CCOC(=O)c1cnc2ccc(OC)cc2c1NCCN1CCOCC1	-3.4	-22%	0	6%	-5%	-2.3	6%	-13%
Cc1cccc(C(=O)O/N=C2\CCSc3ccc(C)cc32)c1	-1.4	-17%	10	2%	-19%	-1.4	9%	-9%
O=C(Nc1ccc(S(=O)(=O)NC2CCCCC2)cc1)c1ccc(Br)o1	-4.0	-11%	.	6%	-4%	-2.4	4%	-6%
COc1ccccc1C(=O)NC(=O)COC(=O)C1CC1C (stereo not given)	-1.3	3%	-7	11%	-15%	-0.2	10%	-7%
COc1ccc(CCNC(=S)NC(=O)c2cccc([N+](=O)[O-])c2)cc1OC	0.1	-14%	-3	2%	-15%	-2.7	8%	-7%
COCc1cc(=O)[nH]c(N2CCN(c3ccccc3OC)CC2)n1	1.1	-2%	6	2%	6%	1.2	-1%	-5%
Cc1cc(C)c(N=Cc2c(O)n(-c3nccs3)c(=O)c3ccccc23)c(C)c1	-0.5	-20%	9	11%	-23%	0.7	8%	0%
Cc1ccc(SC[C@H](Cc2ccccc2)N2CCN(CC(C)C)CCC2=O)cc1	-2.4	-20%	-2	2%	3%	-0.4	12%	-9%
CCNC(=O)C1CC(=O)OC12CCCCC2 (stereo not given)	-1.1	-6%	-1	4%	-7%	-0.5	6%	-7%
CCOc1ccc2nc(COC(=O)c3cccc([N+](=O)[O-])c3)c(C(C)=O)[n+]([O-])c2c1	-0.4	-13%	1	-3%	3%	-3.0	0%	-7%
O=C(CCc1nc(-c2ccccc2Cl)no1)NC1CCCC1	-0.2	9%	3	3%	8%	0.5	3%	-9%
Cn1cnnc1SC1c2cccc3cccc(c23)C1NS(=O)(=O)c1ccc(Cl)cc1 (stereo not given)	-0.2	-24%	1	-5%	-1%	0.2	-8%	-5%
CCCC(=O)Nc1ccc(C#Cc2ccccc2)cc1	0.8	-12%	5	-1%	3%	-1.5	-2%	-1%
O=C(CS(=O)(=O)Cc1ccccc1)N1CCN(Cc2ccc3c(c2)OCO3)CC1	2.2	-1%	-21	-5%	12%	-2.3	-7%	27µM*
COc1ccc([C@H]2CC(=O)C=C(c3cccc(C(F)(F)F)c3)C2)cc1	-2.4	-6%	4	9%	-3%	1.1	5%	27µM*
CCOc1ccc(S(=O)(=O)N(C)c2ccc(OCC(=O)Nc3ccc4[nH]c(=O)[nH]c4c3)cc2)cc1	1.3	0%	0	19%	-2%	-0.3	1%	-5%
Cc1cc(C)nc(Nc2nc3ccccc3o2)n1	1.2	5%	5	2%	6%	0.8	17%	2%
O=C(Nc1nc2c(Cl)cccc2s1)c1ccc([N+](=O)[O-])o1	0.4	-6%	-5	-1%	-30%	1.1	5%	?
CCCn1c(SCCN2C(=O)c3ccccc3C2=O)n[nH]c1=O	-0.4	0%	.	5%	1%	1.1	7%	-6%
COc1ccc(C(CNc2ccc(S(=O)(=O)N3CCCC3)cc2[N+](=O)[O-])N2CCCC2)cc1 (stereo not given)	0.8	-19%	-1	4%	-12%[57.1 µM]	2.3	12%	-4%
Cc1nnc(NC(=O)c2cc(S(=O)(=O)N3CCCCC3)ccc2Cl)s1	-1.8	-7%	-12	1%	-32%	1.3	17%	-16%
O=C(CSCc1ccc(F)cc1)N1CCOCC1	-1.6	3%	.	2%	-5%	-1.8	11%	-6%
O=C(CSc1nnc(CNc2ccc(F)cc2)n1Cc1ccco1)N1CCOCC1	-3.6	-14%	-1	-2%	-2%	-0.7	-1%	-30%
O=C(NCc1ccccc1)C(c1ccc(-c2ccccc2)cc1)n1c(=O)c(-c2ccco2)nc2ccccc21 (stereo not given)	.	?	-73*	-10%	-33%	-0.2	-8%	?
COc1ccc(Cc2c(-c3cccc(Cl)c3)nc3ccc(C)cn23)c(C)c1	-1.1	-18%	1	-3%	-1%	-0.5	12%	-3%
Cn1c(/C=C/N(Cc2ccccc2)c2ccccc2)c([N+](=O)[O-])c(=O)n(C)c1=O	-0.4	1%	4	3%	3%	0.6	12%	-7%
O=C(CN1CCCC1)OCCCC1CCCCC1	-2.1	5%	1	4%	-1%	0.1	4%	-6%
CC(OC(=O)C1CC1)C(=O)Nc1cc(C(F)(F)F)ccc1Cl (stereo not given)	-2.4	4%	6	-10%	3%	-1.4	13%	-6%
Cc1cccc(-c2cc(N3CCCN(C)CC3)n3nccc3n2)c1	-0.5	-9%	-5	-13%	-28%	0.4	12%	-2%
CCOC(=O)N1CCN(S(=O)(=O)N2CCCC(C(=O)NCCCN3CCCCC3CC)C2)CC1 (stereo not given)	2.9	14%	-3	3%	-3%	-0.5	-1%	1%
CCCCc1nnc(NC(=O)CSc2nc(O)c(Cc3ccccc3)c(=O)[nH]2)s1	-3.0	11%	-6	11%	12%[57.1 µM]	-0.6	13%	27µM*
Cc1ccn2c(NC(=O)c3ccccc3)c(-c3cccs3)nc2c1	-3.6	-7%	.	-1%	0%	-2.3	6%	-11%
Cc1nn(CC(=O)N2CCOCC2)c(=O)c2nn(-c3ccccc3)c(C)c12	-1.6	11%	0	-3%	3%	-2.2	8%	3%

Next part
SMILES	CCT modulator	EPAC1 antag	PI5P4K alpha inh	EPAC1 ag	WRN helicase inh	IL-2 act	EPAC2 ag	PLK1 PBD inh
Cc1cc(C(=O)NCCCN2CCN(C3CCCCC3)CC2)n(-c2ccccc2)n1	-4.5	-9%	-8	-8%	7%	-4.3	9%	-15%
CC1CN(CCCCOc2ccc(C(C)C)cc2)CC(C)O1 (stereo not given)	1.9	20%	.	3%	-9%	-2.2	5%	-8%
C/C(=N/Nc1ccc(C)cc1)C1(C)N(O)C(C)(C)C(c2ccco2)=[N+]1[O-] (stereo not given)	-0.5	8%	-6	14%	0%	-0.5	14%	-19%
CCc1ccc(CNC(=O)c2ccc(OC3CCN(C(=O)COC)CC3)cc2)nc1	-3.4	4%	1	9%	-22%	-1.1	4%	-3%
